GRP78 ERSR act: inducers of ER stress response in human glioma cells; Potency, µM, inactives show at the top dose activation, actives largely listed as activators; AID 602332; 0.02% of 420,000 active; U87-MG GRP78 promoter luciferase reporter, 16 h; further: potency means the concentration at half of the fitted maximal effect; series mostly up to about 76 µM; % of control where 0% means no effect; nearly all actives have a fitted effect of over 35% in size
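ERSR induction read as luciferase luminescence (Bright-Glo, 10 min at room temperature) in stably transfected human U87-MG glioma cells exposed to compounds for 16 h, using GRP78 as sensor.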
Vif-APOBEC3G blk: Vif-A3G binding inhibition; Potency, µM (titrated, usually from 46.1 µM), inactives show at the highest dose activity, negative = active, actives largely listed as inhibitors; 0.076% of 410,000 active; Q9HC16; HeLa A3G-eYFP + Vif (tagged APOBEC3G with the HIV-1 protein that degrades it), YFP fluorescence, overnight;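 further: potency means the concentration at half of the fitted maximal effect; on the % scale 0 is the no-effect control and ±100 the full control effect; nearly all actives have a fitted effect of over 60% in size; hits raise eYFP signal because A3G escapes Vif-driven loss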
Target sequence (Q9HC16 whole entry, looked up): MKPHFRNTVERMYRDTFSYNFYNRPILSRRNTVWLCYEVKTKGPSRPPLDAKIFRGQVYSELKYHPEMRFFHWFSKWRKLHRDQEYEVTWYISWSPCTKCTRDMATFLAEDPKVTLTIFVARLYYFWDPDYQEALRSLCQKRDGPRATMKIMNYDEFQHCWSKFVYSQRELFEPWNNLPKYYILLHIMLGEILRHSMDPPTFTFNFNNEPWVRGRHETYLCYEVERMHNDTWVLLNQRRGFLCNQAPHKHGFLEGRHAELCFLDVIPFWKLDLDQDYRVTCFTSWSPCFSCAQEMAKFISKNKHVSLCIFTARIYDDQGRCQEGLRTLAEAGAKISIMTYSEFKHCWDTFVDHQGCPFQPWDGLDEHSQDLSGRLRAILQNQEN
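Read-out is eYFP fluorescence (Ex 488/Em 500-530) from Vif-expressing HeLa A3G-eYFP cells; more signal means A3G escaped Vif-mediated degradation. Cells plated overnight, compound pinned in, incubated overnight at 37 deg C.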
TrxR1 substrate: is turned over as a substrate by rat TrxR1 | O89049 | purified TrxR1 substrate turnover, NADPH consumption readout | Potency, µM (doses to about 114 µM), inactives show at the highest dose activity change, negative = substrate turnover | 0.01% of 390,000 active; further: potency means the concentration at half of the fitted maximal effect; on the % scale 0 is the no-effect control and ±100 the full control effect; nearly all actives have a fitted effect of over 50% in size
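Rat TrxR1, dispensed at 90 nM, was prereduced with 400 uM NADPH (final) for 5 min at ~22 deg C, then incubated with compound 15 min before 400 uM selenite. A first-read NADPH fluorescence drop versus no-compound background flagged substrates.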
PI4K2A inh: inhibitors of human PI4K2A; Q9BTU6; purified PI4K2A, ADP-Glo luminescence, 1 h; active compounds read low; activity change, negative = inhibition, % at 76.9 µM; 0.13% of 420,000 active; AID 1346378; in the data active means activity change below about -50%; inconclusive means mostly about -30% to -49%;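 further: -100% = wells without enzyme as full effect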
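ADP-Glo luminescence measured ADP generated by PI4K2A enzyme (4 ug/mL before mixing) with 1.2 mM PI substrate (pre-mix) and 300 microM ATP (pre-mix). Tris pH7.5 buffer with MgCl2, Triton X-100; 1 h reaction at ambient temperature.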
Vif-A3F inh: Vif-A3F binding inhibition | HeLa A3F-eYFP + Vif (tagged APOBEC3F with the HIV-1 protein that degrades it), YFP fluorescence increase | Potency, µM (doses to about 46.1 µM), for inactives: top-dose activity, negative = active | 0.2% of 390,000 active | AID 602313; further: potency means the concentration at half of the fitted maximal effect; % of control where 0% means no effect; nearly all actives have a fitted effect of over 65% in size
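HeLa cells stably expressing A3F-eYFP plus Vif, plated and incubated overnight at 37 deg C, then exposed to compounds overnight at 37 deg C. Blocked degradation read as raised yellow fluorescence (Ex 488/Em 500-530).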
RXFP1 ag: activates the human relaxin receptor RXFP1 | AID 2676 | 0.3% of 370,000 active | HEK293T-RXFP1 cAMP TR-FRET, 30 min; response scale: percent of porcine relaxin response, buffer zero | Potency, µM (highest dose often 57.5 µM), inactives show at the top dose activation, actives largely listed as activators | Q9HBX9; further: potency means the concentration at half of the fitted maximal effect; on the % scale 0 is the no-effect control and ±100 the full control effect; nearly all actives have a fitted effect of over 60% in size; many of its hits are not listed in these tables
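HEK293 cells stably expressing RXFP1, treated 30 min at 37C with compounds plus PDE4 inhibitor Ro 20174; cAMP measured by HTRF TR-FRET. Normalized to buffer and 29 nM porcine relaxin; EC50 by Hill fit.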
USP1 inh: USP1/UAF1 (human) deubiquitinase inhibition; recombinant USP1/UAF1, Ub-Rhodamine cleavage fluorescence; Potency, µM (series often up to 57.1 µM), for the others: at the top dose activity change, negative = inhibition, hits mostly inhibitors; 0.23% of 390,000 active; AID 743255; further: potency means the concentration at half of the fitted maximal effect; on the % scale 0 is the no-effect control and ±100 the full control effect; nearly all actives have a fitted effect of over 60% in size; inactives centre near -12
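In this screen, compounds sit with the deubiquitinase complex (1nM) for 15 min at room temperature before Ub-Rho is added at 150nM final. Fluorescence rise is then followed for 6 reads every 60 seconds.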
IDH1 R132H inh: inhibitors of human mutant IDH1 R132H; O75874; Potency, µM (titrated, usually from 76.6 µM), inactives show top-dose activity change, negative = inhibition, actives largely listed as inhibitors; 0.093% of 390,000 active; IDH1-R132H enzyme, NADPH consumption, diaphorase/resazurin fluorescence; AID 602179; further: potency means the concentration at half of the fitted maximal effect; on the % scale 0 is the no-effect control and ±100 the full control effect; nearly all actives have a fitted effect of over 65% in size
Target sequence (O75874 whole entry R132H, stated change not applied): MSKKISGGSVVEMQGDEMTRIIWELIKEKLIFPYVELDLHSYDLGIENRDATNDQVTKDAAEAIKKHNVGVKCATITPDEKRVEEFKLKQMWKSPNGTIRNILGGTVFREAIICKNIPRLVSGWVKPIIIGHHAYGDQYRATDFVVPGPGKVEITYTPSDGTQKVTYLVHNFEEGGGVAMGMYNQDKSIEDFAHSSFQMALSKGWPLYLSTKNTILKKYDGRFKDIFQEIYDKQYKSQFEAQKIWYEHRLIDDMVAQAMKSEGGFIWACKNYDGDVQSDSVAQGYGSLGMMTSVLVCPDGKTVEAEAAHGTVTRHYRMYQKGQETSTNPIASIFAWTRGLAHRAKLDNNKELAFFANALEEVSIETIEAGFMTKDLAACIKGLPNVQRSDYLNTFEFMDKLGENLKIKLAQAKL
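IDH1-R132H (0.5 ug/mL) preincubated 30 min with compound, then NADPH (0.016 mM) and alpha-KG (2 mM) added; 80 min at RT, pH 7.5. Remaining NADPH coupled via diaphorase/resazurin to fluorescence (540/590 nm); concentration-response curves normalized to no-enzyme control.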
LDHA block: LDHA (human) enzyme inhibition; activity change, % (values are at about 110 or 230 µM); P00338; 0.15% of 480,000 active; purified LDHA, NADH/diaphorase-resazurin fluorescence; active compounds read low; in the data active means activity change below about -30%; inconclusive means mostly about -25% to -30%;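 further: plate controls were DMSO wells for no effect and wells without enzyme for full effect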
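Remaining NADH was detected by diaphorase (0.133 mg/mL) converting 37 µM resazurin to fluorescent resorufin, read at 0 and 20 minutes. The preceding 5-minute room-temperature reaction used 2 nM LDHA, 0.2 mM sodium pyruvate and 0.06 mM NADH at pH 7.4.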
* = called active by the depositor; ? = inconclusive; nt = not tested or not shown; & = joins results of further samples; [ ] = another dose, or the depositor's remark. Unless noted, the call rests on the fitted dose curve; in most records, active means well fitted curve in the direction sought with a large enough effect; inconclusive means small, poorly fitted or top-dose-only effect, or another doubt; inactive means no such curve, though single readings can be large; an effect the other way counts as inactive or inconclusive. These rows are one share of the data; the hit share may differ from the screen's.

SMILES	GRP78 ERSR act	Vif-APOBEC3G blk	TrxR1 substrate	PI4K2A inh	Vif-A3F inh	RXFP1 ag	USP1 inh	IDH1 R132H inh	LDHA block
Cc1csc(NC(=O)C2CCN(C(=O)c3ccccc3C)CC2)n1	-2%	2%	9%[0.0914 µM]	-4	4%	2.5%	-4%	0%	-1
Cc1ccc(Oc2cnn(-c3ccccc3)c(=O)c2Br)cc1	3%	0%	-5%[57.1 µM]	-2	3%	24%	-13%	8%	0
Cc1nn2c(=O)cc(COC(=O)c3cccc(NC(=O)COc4ccccc4C)c3)nc2s1	-9%	-7%	5%[57.1 µM]	-1	?	-0.3%	9%	-7%	-4
OCCC#Cc1ccc(CN2CCN(Cc3ccccc3)C(CCO)C2)cc1 (centres undefined)	-1%	-1%	2%[11.4 µM]	4	20%	-0.8%	-16%	4%	0
CC(C)(C)c1ccc(OCCOCCn2cnc3ccccc3c2=O)cc1	5%	5%	-3%	2	-5%	-0.8%	-22%	2%	1
CC(=O)Oc1ccc(-c2nc3ccccc3c(=O)o2)cc1	2%	2%	-1%	-5	0%	8.0%	-10%	-2%	1
Cc1nn(C)c(Cl)c1CN1CCC(Oc2ccc(C(=O)N3CCCC3)cc2)CC1	-5%	0%	9%	-5	4%	3.4%	-11%	6%	1
COC(=O)c1c(NC(=O)/C=C/C(=O)O)sc(C)c1-c1ccc(C(C)C)cc1	?	-11%	4%[57.1 µM]	-16	11%	7.6%	-20%	-25%	-6
COc1ccccc1S(=O)(=O)c1c(C)cc(C)[nH]c1=O	-2%	-7%	-2%	8	-4%	0.5%	-10%	12%	-2
O=C(CCS(=O)(=O)c1ccccc1)N(CCCN1CCOCC1)c1nc2ccc(F)cc2s1	-11%	?	8%	2	-3%	0.8%	-17%	9%	-4
NS(=O)(=O)c1ccc(CCNS(=O)(=O)c2cccc(C(=O)O)c2)cc1	-4%	6%	9%	2	2%	3.3%	-23%	-10%	-7
CC(=O)Nc1ccc(NS(=O)(=O)c2c(C)nc3sccn3c2=O)cc1	-2%	0%	-1%	-2	-1%	3.8%	-13%	9%	-1
CCOC(=O)c1nc(-c2ccc(OC)c(OC)c2)cnc1C#N	-4%	0%	16%	1	4%	-0.4%	-21%	4%	-3
CCCCn1c2ccc(F)cc2c2nnc(SCCN(CC)CC)nc21	-4%	5%	6%[11.4 µM]	-5	0%	4.5%	-21%	6%	5
COC(=O)c1cc(Cl)ccc1NC(=O)CSc1ncc(S(=O)(=O)c2ccc(Br)cc2)c(=O)[nH]1	-3%	1%	-2%	-3	-25%	1.3%	?	-15%	-1
Cc1ccc2c(c1)sc1nc(=O)n(-c3ccc(Cl)cc3)c(=O)n12	0%&-2%	0%&5%	3%&9%	3&3	-10%&2%	9.5%&0.2%	-15%&-7%	0%&0%	-13&-3
O=C1C=C(O)c2cccc3cccc1c23	-1%	2%	-6%	-8	-7%	18µM*	-14%	6%	-6
O=C(CCCCCn1c(=S)[nH]c2cc3c(cc2c1=O)OCO3)N1CCN(Cc2ccccc2)CC1	1%	-16%	-5%	6	-10%	7.6%	-15%	-2%	-10
Cc1ccc(CC(NC(=O)c2ccccc2)C(=O)NC(CC(C)C)C(=O)O)cc1 (centres undefined)	1%	1%	-13%[57.1 µM]	-4	0%	2.0%	?	8%	1
COC(=O)c1cccc(NC(=O)Cn2cnc3ccccc3c2=O)c1	0%	-2%	6%[57.1 µM]	5	1%	1.7%	-15%	3%	-2
CC1=NN(c2ccccc2)C(=O)/C1=C\c1cn(C)c2ccccc12	7%	-2%	-12%	-4	-11%	0.4%	-12%	-3%	-9
Cc1ccc(C)c(Cn2c3ccccc3c3cnn(CC(=O)N4CCCCC4)c(=O)c32)c1	-3%	-2%	1%	1	-1%	0.8%	4%	-8%	0
COc1cc(C(=O)NCCC(=O)NCc2ccc3c(c2)OCO3)cc(OC)c1OC	-2%	-6%	6%	4	-17%	1.1%	1%	5%	-5
COc1ccc(NC(=O)CCCS(=O)(=O)c2nc(-c3ccccc3OC)cc(C(F)(F)F)n2)c(OC)c1	0%	6%	-9%	1	-14%	-4.1%	-9%	-12%	-12
Cc1ccc(N2NC(=O)/C(=C\c3cc4c(cc3[N+](=O)[O-])OCO4)C2=O)cc1C	-2%	-17%	6%	-4	7%	8.4%	-26%	2%	3
Cc1cc(Nc2cccc(F)c2)nc(N2CCOCC2)n1	1%	-1%	-2%	3	-2%	0.1%	-20%	16%	-2
Cn1c(=O)oc2cc(S(=O)(=O)NCc3ccncc3)ccc21	-4%	0%	-5%	1	1%	1.2%	-7%	-3%	-7
CC1CCN(C(=O)c2cc(F)c(F)cc2Cl)CC1	-2%	0%	-2%	-6	-3%	5.5%	-10%	4%	-2
CCOC(=O)C(NC(=O)NC1CCCCC1)(c1ccccc1)C(F)(F)F (centres undefined)	-1%	2%	9%	2	1%	0.6%	-8%	5%	-4
CCCCCC(=O)Nc1cccc(C2=NOC3(C2)C[C@H](C(N)=O)N(C(=O)CCCCC)C3)c1 (some centres undefined)	-4%	-7%	-1%[57.1 µM]	0	6%	0.0%	-16%	-6%	5
Cc1ccccc1NS(=O)(=O)c1ccc(C)c(C(N)=O)c1	-2%	-4%	10%	-1	3%	0.5%	-22%	3%	0
O=C(C1CC(c2ccccc2O)=NO1)N1CCCCC1 (centres undefined)	0%	-7%	11%	-4	-1%	1.5%	2%	9%	4
Cc1cccc(OCCn2c(NC(=O)c3ccco3)nc3ccccc32)c1	7%	0%	0%	1	-3%	1.1%	-21%	12%	-7
Cc1ccc2nc(C(F)OC(F)(F)F)[nH]c2c1 (centres undefined)	-1%	-5%	-8%	0	3%	0.5%	-4%	15%	0
CC(=O)Nc1ccc2c(c1)-c1ccc(F)cc1C2=O	0%	0%	4%[11.4 µM]	-3	14%	nt	-8%	5%	-7
CC1=CC(C)(C)Nc2ccc(OC(=O)CCN3C(=O)c4ccccc4C3=O)cc21	-14%	11µM*	-9%	1	?	-0.2%	-22%	4%	4
CCC1CCCN1Cn1cnc2c([nH]c3ccc(Cl)cc32)c1=O (centres undefined)	1%	-1%	11%	1	9%	2.4%	-18%	5%	-7
CCS(=O)(=O)c1ccc(O)c(NC(=O)COc2ccc(Br)cc2)c1	-1%	-3%	4%[57.1 µM]	-1	4%	2.7%	-17%	2%	-1
CC(NC(=O)c1ccccc1)c1nnc(SCc2nc3ccccc3c(=O)[nH]2)n1C (centres undefined)	-4%	1%	1%	-1	-2%	4.8%	-8%	-4%	-2
Cc1cccc2sc(NC(=O)c3ccc(NS(=O)(=O)c4cccs4)cc3)nc12	1%	-15%	31%	3	2%	-1.3%	-5%	-12%	-8
CC(/C=N/NC(=O)c1cc(-c2ccc(C)s2)[nH]n1)=C\c1ccccc1	3%	?	-9%	0	-14%	-0.2%	-29%	-4%	-10
COc1cc(/C=C2\C(=O)NN(c3ccccc3)C2=O)cc([N+](=O)[O-])c1O	-4%	-6%	-8%[57.1 µM]	-13	-2%	-0.2%	-21%	30%	19
COC(=O)c1c(NC(=O)CC2SC(N)=NC2=O)sc2c1CCCC2 (centres undefined)	-3%	-5%	-3%	-2	7%	-0.1%	-7%	4%	8
O=C(NCc1ccccc1C(F)(F)F)C1CC(c2ccccc2[N+](=O)[O-])=NO1 (centres undefined)	-2%	1%	2%	0	-7%	-5.5%	-27%	1%	-1
O=C(N/N=C/c1ccc2c(c1)OCO2)c1ccc(Br)o1	-5%	-11%	-5%	-9	1%	-1.2%	-22%	2%	-6
CCSc1ccccc1C(=O)Nc1ccc(-c2nc3ccccc3s2)c(O)c1	?	-5%	3%[57.1 µM]	-2	-20%	27%	?	7%	-2
CC1CC(C)CN(S(=O)(=O)c2ccc(NC(=O)C3COc4ccccc4O3)cc2)C1 (centres undefined)	-6%	0%	-4%	0	4%	1.6%	-21%	9%	0
COc1cc(OC)c(NC(=O)c2cnn(-c3cccc(Cl)c3C)c2C2CCN(C(=O)OC(C)(C)C)CC2)cc1Cl	-2%	2%	-6%	-2	5%	-2.6%	-19%	22%	0
COc1ccc(Cl)cc1NC(=O)C(=O)NCc1ccc(Cl)cc1	-4%	-6%	1%	1	2%	-1.8%	-7%	2%	0

Screening results from PubChem.
